Screening results deposited in PubChem by several laboratories.
14-3-3 Bad inh: inhibitors of 14-3-3 zeta/Bad binding, primary screen, biochemical, TR-FRET, bovine 14-3-3 zeta. TR-FRET 14-3-3zeta/Dy647-pBad peptide displacement, 1 h. 14-3-3 protein zeta/delta (Bos taurus), P63103. AID 781, 2007. 220,000 compounds, 0.71% hits. inhibition, % at 21.7 µM;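 active means inhibition above about 70%, limit read from the data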;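 further: 0% = full 14-3-3 plus peptide FRET controls and 100% = background without 14-3-3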
eIF4E-4G inh: eIF4E–eIF4G protein interaction inhibitors, primary screen, biochemical, uHTS, TR-FRET, eIF4GI fragment; 220,000 compounds, 0.37% hits; TR-FRET eIF4E-eIF4GI(517-606) binding, 2 h; Eukaryotic translation initiation factor 4E (Mus musculus) + Eukaryotic translation …; inhibition, % at 21.7 µM; AID 782, 2007;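 active means inhibition above about 30%, limit read from the data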;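 further: 0% = full FRET control wells and 100% = background wells lacking eIF4GI fragment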
Tb hexokinase: Trypanosoma brucei hexokinase 1 inhibitors, primary screen, biochemical, G6PDH-coupled NADH absorbance, MLSCN library; AID 1430, 2008; inhibition, % at 10 µM; 220,000 compounds, 0.11% hits; recombinant TbHK1, G6PDH-coupled NADH A340;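 active means inhibition of 50% or more in the single-dose primary screen; inactive means inhibition below 50%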
Calpain2 inh: inhibitors of pig calpain II, primary screen, biochemical, fluorogenic peptide substrate, 1536-well; purified calpain II, 30 min; inhibition, % at 16 µM; 220,000 compounds, 0.37% hits; AID 1236, 2008;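 active means inhibition above about 50%, limit read from the data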
L929 necroptosis: inhibitors of zVAD-triggered necroptosis, primary screen, L929 cells; 220,000 compounds, 0.38% hits; AID 1377, 2008; L929 zVAD necroptosis rescue, ATP luminescence, 24 h; with zVAD 60 µM; viability rescue, % at 10 µM;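 active means activation, scaled between plate controls, above about 75%, limit read from the data; inactive means activation under that limit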;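 further: 0% = zVAD with DMSO and 100% = DMSO alone without zVAD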
EP2 modulator: EP2 receptor modulators, cAMP readout, primary screen, cell-based, HTRF cAMP, PGE2 stimulation; Prostaglandin E2 receptor EP2 subtype (Homo sapiens), P43116; EP2-expressing cells, cAMP HTRF FRET, PGE2 co-stimulation; induction, % at 25 µM; 260,000 compounds, 0.83% hits; AID 940, 2007;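 active means compounds whose cAMP rise, as percent of the full-agonist control response, exceeds 60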;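 further: rat C6 glioma line stably carrying human EP2 under a CMV promoter; the protocol text gives 20 µM as final concentration; 100% = response of wells given 1 µM PGE2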
Target sequence (P43116 whole entry, looked up): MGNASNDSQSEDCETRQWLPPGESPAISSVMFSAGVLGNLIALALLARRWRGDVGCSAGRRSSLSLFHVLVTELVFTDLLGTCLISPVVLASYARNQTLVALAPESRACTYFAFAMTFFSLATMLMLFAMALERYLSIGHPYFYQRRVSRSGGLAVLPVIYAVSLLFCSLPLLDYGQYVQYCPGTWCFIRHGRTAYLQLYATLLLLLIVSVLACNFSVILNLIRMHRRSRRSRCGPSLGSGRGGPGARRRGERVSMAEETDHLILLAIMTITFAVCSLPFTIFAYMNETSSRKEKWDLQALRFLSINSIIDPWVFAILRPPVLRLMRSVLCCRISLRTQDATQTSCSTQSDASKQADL
Hck Nef HTS: inhibitors of Nef-activated human Hck kinase, primary screen, biochemical, Z-Lyte FRET, 384-well, Hck-YEEI | Recombinant Hck-YEEI plus Nef, Z-Lyte FRET kinase assay | inhibition, % at 20 µM | 220,000 compounds, 0.68% hits | AID 463187, 2010;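 active means Hck-Nef kinase inhibition above about 50%, limit read from the data; inactive means inhibition below that limit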;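 further: 0% = DMSO with Hck plus Nef and 100% = Hck alone without Nef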
Target sequence (P08631 whole entry, looked up): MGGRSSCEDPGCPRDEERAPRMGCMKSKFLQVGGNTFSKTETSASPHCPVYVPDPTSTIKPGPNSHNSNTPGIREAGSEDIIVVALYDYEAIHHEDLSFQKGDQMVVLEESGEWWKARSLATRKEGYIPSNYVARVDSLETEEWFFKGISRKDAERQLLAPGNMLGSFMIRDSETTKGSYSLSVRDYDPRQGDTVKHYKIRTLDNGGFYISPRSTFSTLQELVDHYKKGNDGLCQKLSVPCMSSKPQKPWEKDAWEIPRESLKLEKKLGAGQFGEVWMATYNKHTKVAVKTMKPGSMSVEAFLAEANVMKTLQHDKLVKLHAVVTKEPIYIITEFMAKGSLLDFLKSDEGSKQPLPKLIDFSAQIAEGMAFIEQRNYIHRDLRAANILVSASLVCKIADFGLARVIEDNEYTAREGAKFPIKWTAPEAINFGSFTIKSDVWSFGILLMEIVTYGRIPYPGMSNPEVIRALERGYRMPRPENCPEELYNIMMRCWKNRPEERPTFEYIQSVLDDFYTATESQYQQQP
Rad51 HR inh: human RAD51 strand exchange inhibitors, primary screen, biochemical, fluorescence. DNA repair protein RAD51 homolog 1 (Homo sapiens), Q06609. hRad51 DNA strand exchange, fluorescence dequenching. inhibition, % at 10 µM. 200,000 compounds, 0.085% hits;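 active means inhibition above 40% at the single screening dose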;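 further: 0% = DMSO control wells and 100% = blanks with heterologous ssDNA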
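Material: human Rad51–ssDNA filaments; Probe or stimulus: labelled 47-mer dsDNA for strand exchange; Doses: single 10 µM dose; Incubation: 37 °C 15-min filament assembly, 30-min compound preincubation, 15-min exchange; Technique: FRET fluorescence dequenching, excitation 485 nm, emission 520 nm; Measure: Fluorescence-based percent inhibition, control- and blank-normalised; Benchmarks: plate control and blank wells.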
EP2 antag: human EP2 receptor antagonists, primary screen, TR-FRET cAMP, C6 glioma cells. Prostaglandin E2 receptor EP2 subtype (Homo sapiens), P43116. C6 glioma cells expressing human EP2; cells stimulated with saturating PGE2. inhibition, % at 25 µM. 260,000 compounds, 0.52% hits;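 active means percent inhibition above 40 after rounding to a whole number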;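 further: rat C6 glioma host cells with rolipram phosphodiesterase inhibitor present; the protocol text gives 20 µM as final concentration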
Starred values were filed as active, the others as inactive; · = not tested or not shown; & = joins results of further samples; [ ] = dose if it differs, or a comment. This is a subset; count on the stated rates, not on these rows.

SMILES	14-3-3 Bad inh	eIF4E-4G inh	Tb hexokinase	Calpain2 inh	L929 necroptosis	EP2 modulator	Hck Nef HTS	Rad51 HR inh	EP2 antag
Cc1ccc([N+](=O)[O-])c(OCC(O)CNC(C)(C)C)c1 (stereo not given)	10	0	-14	31	1.2	-6	8	12	9
CN(C(=O)CSc1ncccc1C(=O)O)c1ccccc1	-9[fluorescence artefact?]	-6[fluorescence artefact?]	4	-9	0.3	-1	1	-6	5
COC(=O)c1cc(C(=O)OC)cc(S(=O)(=O)Nc2ccc(Cl)c(N)c2)c1	17	-4	-3	-5	0.2	43	0	0	14
COC(=O)c1ccccc1NC(=O)c1cccc(NC(=O)C(C)C)c1	-19	0	-1	34	2.9	33	20	7	5
CCOC(CCNC(=O)c1cn(-c2cccc(C)n2)cn1)OCC	1	-10	4	8	0.5	31	1	5	12
Fc1cccc(Cl)c1CSc1ccc2nnc(-c3ccccn3)n2n1	-8	-6	-5	-4	1.9	-53	-8	4	12
COc1ccc(-c2noc(-c3ccc(Br)o3)n2)cc1	7	-3	-10	-3	0.7	-11	14	8	7
CCOC(=O)C1=C(C)N=C2c3ccccc3C(=O)C2C1c1ccc(Cl)cc1 (stereo not given)	-11	-3[fluorescence artefact?]	-6	10	0.0	18	-1	7	8
O=C(O)c1cc(/C=C/c2ccc(N3CCOCC3)c([N+](=O)[O-])c2)nc2ccccc12	-1	-5	-24	-14	-1.0	-6	20	22	5
O=C(N/C(=C\c1ccc(-c2ccccc2)o1)C(=O)N1CCOCC1)c1ccccc1	5	0	-30	1	-0.3	16	18	-6	2
O=C(Cn1nnc(-c2cccc(C(F)(F)F)c2)n1)NC(=O)NCc1ccco1	6	0	3	-13	-0.2	0	0	-5	12
O=C(NCCSc1c[nH]c2ccccc12)c1ccc2c(c1)OCO2	-7	-5	5	7	2.0	-72	21	8	11
COc1cccc(N2CCN(C(=O)CCn3c(=S)[nH]c4cc5c(cc4c3=O)OCO5)CC2)c1	9	2	-6	-110	0.3	-38	7	-4	4
CN(C)c1cc(-c2ccccc2)nc(N)n1	1	7	-12	17	2.2	11	0	9	9
Cc1ccn2c(-c3n[nH]c(=S)n3Cc3ccccc3)c(C)nc2c1	24	3	-5	4	0.0	5	5	·	11
COc1ccc(C2/C(=C(\O)c3cccc(OC)c3)C(=O)C(=O)N2c2ccccn2)cc1 (stereo not given)	9	1	-15	-49	0.5	21	-1	-12	11
COc1cnc(SCc2ccc(Cl)cc2)nc1Cl	-1	0	1	-4	0.0	34	2	-3	2
COc1ccc(-n2nc(C)cc2N)cc1	-10	0	-2	0	2.0	13	22	-4	2
Cn1nccc1C(=O)N/N=C/c1cccnc1	-1	-2	-8	14	0.1	-37	17	-25	5
CCOC(=O)c1c(C)[nH]c(C(=O)CSc2nnc(CC(C)c3ccccc3)o2)c1C (stereo not given)	-12	-10	-7	-7	2.0	-2	-3	0	14
COc1ccc(Br)cc1/C=N/NC(=O)c1cc(Br)ccc1O	-21	10	-5	0	2.7	-39	19	6	8
CCCc1nc(N)nc2c1C(=O)CC(C)(C)C2	2	3	3	6	0.1	17	-8	6	8
Cn1c(CN2CCCC2)nc2cc(NS(=O)(=O)c3ccc(Cl)cc3)ccc21	-1	-1	5	6	0.7	-24	-6	-8	24
Brc1cccc(-c2nnc3n2CCCCC3)c1	0	-4[fluorescence artefact?]	5	-12	0.1	7	3	-4	15
CCC(=O)Nc1ccc(-c2nn3c(C)nnc3s2)cc1C	1	4	0	-15	0.0	0&13	-1	-3	5&7
CC1CCCCN1S(=O)(=O)c1ccc2c(c1)CCN2C(=O)CCC(=O)O (stereo not given)	-11	-2	-4	12	0.3	-11	-2	-8	9
O=C(Nc1ccc2c(c1)OCO2)C1CC(c2ccc(F)cc2)=NO1 (stereo not given)	-6	4	0	-13	0.8	-16	-22	-5	9
O=C(COc1ccc([N+](=O)[O-])cc1)N/N=C/c1cc([N+](=O)[O-])ccc1N1CCOCC1	-5	2	-13	9	1.0	-2	0	6	1
COC(=O)c1cc(=O)n(CCc2ccc(OC)c(OC)c2)c(=Nc2ccc(F)c(Cl)c2)s1	-1	-2	-14	-35	-0.7	-2	6	-2	8
Cc1ccc(/C(O)=C2\C(=O)C(=O)N(CC(C)O)C2c2ccc(N(C)C)cc2)cc1 (stereo not given)	-7	-5	-12	-4	0.1	0	0	7	12

Of the compounds above, these have a COOH group:
SMILES	14-3-3 Bad inh	eIF4E-4G inh	Tb hexokinase	Calpain2 inh	L929 necroptosis	EP2 modulator	Hck Nef HTS	Rad51 HR inh	EP2 antag
CN(C(=O)CSc1ncccc1C(=O)O)c1ccccc1	-9[fluorescence artefact?]	-6[fluorescence artefact?]	4	-9	0.3	-1	1	-6	5
O=C(O)c1cc(/C=C/c2ccc(N3CCOCC3)c([N+](=O)[O-])c2)nc2ccccc12	-1	-5	-24	-14	-1.0	-6	20	22	5
CC1CCCCN1S(=O)(=O)c1ccc2c(c1)CCN2C(=O)CCC(=O)O (stereo not given)	-11	-2	-4	12	0.3	-11	-2	-8	9

Additional results.
SMILES	14-3-3 Bad inh	eIF4E-4G inh	Tb hexokinase	Calpain2 inh	L929 necroptosis	EP2 modulator	Hck Nef HTS	Rad51 HR inh	EP2 antag
O=C(NCc1ccccc1)C(c1ccccc1)N(Cc1cccs1)C(=O)c1cnccn1 (stereo not given)	-2	5	1	9	0.6	0	0	-9	1
CC(=O)Nc1cn(C(C)=O)c(C)n1	-10[fluorescence artefact?]	5[fluorescence artefact?]	-3	-45	4.1	29	-3	-6	5
Cc1cccc(CSc2ccc(-c3ccco3)nn2)c1	2	2	0	-2	-0.5	9	3	-1	8
CCOc1cccc(CNn2cnnc2)c1OCc1ccccc1	-19[fluorescence artefact?]	4[fluorescence artefact?]	-3	-17	0.2	30	0	-4	14
CN(C)[C@@H]1C(=O)C(C(=O)NCN2CCCC2)=C(O)[C@@]2(O)C(=O)C3=C(O)c4c(O)cccc4[C@@](C)(O)C3CC12 (stereo not given in full)	85*	64*	-7	-47	0.9	26	15	10	12
CCOc1ccc(-n2c(Cc3cc(=O)[nH]c(=O)[nH]3)nnc2SCC(N)=O)cc1	10[fluorescence artefact?]	0[fluorescence artefact?]	-1	6	-0.1	5	1	-12	5
COc1cc(C(=O)NCCC(=O)NC2CCCCCCC2)cc(OC)c1OC	-5[fluorescence artefact?]	-4[fluorescence artefact?]	2	-4	1.0	-8	2	·	8
CC(OC(=O)C1CCC(=O)N1)C(=O)Nc1cc(Cl)cc(Cl)c1 (stereo not given)	-7[fluorescence artefact?]	0	-6	20	1.1	-27	1	·	4
COc1cc(CC(=O)OCC(=O)Nc2ccc3c(c2)OCO3)cc(OC)c1OC	-8	-4	-2	-2	6.3	-33	19	4	4
Cc1nn(C(C)c2n[nH]c(=S)n2-c2ccc(F)cc2)c(C)c1[N+](=O)[O-] (stereo not given)	-14	-5	-3	-23	0.2	8	7	5	9
CC(=O)Nc1ccc(NC(=O)C23CC4CC(C2)CC(n2cnc(Br)n2)(C4)C3)cc1	7	0	1	5	1.1	-16	9	20	5
CN(/N=C/c1ccccc1Cl)c1ncc(Cl)cc1C(F)(F)F	2	0	-16	17	1.3	39	-1	-19	18
CC(=C/C(=O)O)/C(=C/c1ccccc1)C(=O)O	5	-3[fluorescence artefact?]	-5	46	0.8	-7	5	8	6
COC(=O)CNC(=O)COC(=O)/C=C/c1ccccc1[N+](=O)[O-]	-9	4	-3	20	-0.4	-5	16	-7	5
Cc1ccc(CNC(=O)C(NS(=O)(=O)c2ccc3nc(C)sc3c2)C(C)C)cc1 (stereo not given)	1[fluorescence artefact?]	-2	-1	-21	-0.8	7	0	-3	11
CCOC(=O)Nc1ccc2c(c1)Nc1ccccc1S2	-7[fluorescence artefact?]	9[fluorescence artefact?]	-5	12	26	-17&-124	-3	-15	10&14
CNC(=O)NC(=O)CSc1nnc(-c2ccco2)n1Cc1ccccc1	-2	4	8	4	0.0	-11	0	5	12
Nc1nc(Cl)cc(N2CCC(c3cc(-c4ccc(Cl)cc4Cl)n[nH]3)CC2)n1	51	9	-12	20	0.8	-48	2	-5	3
Cn1c(SCC(=O)Nc2cc(S(=O)(=O)N3CCOCC3)ccc2N2CCOCC2)nnc1-c1ccncc1	-4	2	-4	-27	0.6	19	3	1	11
CCCc1nn2c(=O)c(C(c3ccc(C)cc3)c3c(O)nc4sc(CCC)nn4c3=O)c(O)nc2s1	0	0	-5	19	-0.2	-11	-2	-4	11
CCOC(=O)Cc1c(C)nc(N)[nH]c1=O	-6	-1	-1	-13	4.2	6	20	-3	11
O=S(=O)(NCC1CCCO1)c1ccc2c(c1)OCCO2 (stereo not given)	-12	2	-4	12	0.5	1	6	0	13
Cc1ccc(C(=O)N(C)CC(=O)Nc2ccc(F)c(F)c2F)o1	-9	5	2	-31	2.6	21	25	5	4
CCN(CC)C(=O)c1ccc(COc2ccccc2Br)o1	-2	6	10	-15	0.1	6	2	7	3
O=C(Nc1ncnc2sc3c(c12)CCC3)c1ccco1	4	9	-6	-8	-0.1	-5	0	2	8
COc1ccc(C/C(=N\O)c2ccc(OC)cc2)cc1	-8	-2	6	17	0.1	-9	-2	8	16
Cc1nn(C)c(C)c1S(=O)(=O)N1CCC(CO)(Cc2ccc(Cl)cc2)CC1	-8	0	-5	4	-0.1	-64	21	·	7
O=C(NCc1ccc2c(c1)OCO2)C1CC(=O)N(c2ccc(F)cc2)C1 (stereo not given)	3	0[fluorescence artefact?]	4	3	·	-8	-7	-8	1
NC(=NCCc1c[nH]c2ccccc12)NC(=O)c1ccc(F)cc1	-3	2	-1	16	1.4	-50	1	-8	18
Cc1ccc(-n2c(Cc3cccs3)nnc2SCC(=O)Nc2ccc(F)c(F)c2)cc1	-4	-18	0	-75	0.9	47	2	-4	3
Cc1cc(C)cc(NC(=O)NCc2c(-c3ccccc3)noc2C)c1	6	3	-7	3	0.6	-33	8	15	10
O=C(Nc1ccccc1)N(CCc1nc2ccccc2[nH]1)C1CCCC1	7	4	3	32	0.7	15	0	-6	8
C=CCc1c(C)c(C#N)c2nc3ccccc3n2c1N1CCCCC1	1	3	-10	-93	-0.7	27	13	12	2
COc1cc(C)nc(N2CCCC(C(=O)Nc3cccc(Cl)c3Cl)C2)n1 (stereo not given)	-3	3	1	31	-0.4	7&-22	0	3	13&12
COc1ccccc1CNC(=O)C(NC(=O)c1ccc(C)cc1)C(C)C (stereo not given)	-1	-1	9	20	-0.1	22	-16	-2	5
CCN(c1ccc(NC(=O)COC(=O)CCc2cc(OC)c(OC)c(OC)c2)cc1)C(C)C	1	14	-4	12	1.9	-24	22	-13	5
CCn1cnc2sc(C(=O)O)c(C)c2c1=O	1	2	5	12	0.1	19	7	0	11
On1nnc2ccc(C(F)(F)F)cc21	-19	0	-1	-4	3.3	28	-10	6	4
COc1ccc(/C=C/C(=O)NCC(=O)N/N=C/c2cc(Br)ccc2OCc2ccccc2)cc1	-14	-3	-24	-28	0.8	-25	-1	7	18
